Source: PubChem BioAssay
Anesthetic bind – qHTS Assay for Identification of Novel General Anesthetics; Ferritin light chain (Equus caballus), P02791; apoferritin/1-aminoanthracene competitive binding, fluorescence; Potency, µM (top dose mostly 77.5 µM), for inactives: at the highest dose activity change, negative = displacement, usual class: inhibitors; 350,000 compounds, 0.074% hits; also: potency is read from the fitted curve at half-maximal effect; % is scaled to controls: 0 for no effect and ±100 for the full control effect; nearly all actives have a fitted effect of over 20% in size
Target sequence (P02791 2-175 limits assumed): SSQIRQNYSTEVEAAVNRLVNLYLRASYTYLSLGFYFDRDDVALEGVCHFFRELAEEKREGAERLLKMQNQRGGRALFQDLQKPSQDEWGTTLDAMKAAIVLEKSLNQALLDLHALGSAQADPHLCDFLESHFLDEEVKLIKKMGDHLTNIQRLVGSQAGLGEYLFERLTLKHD
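Read-out: endpoint 1-AMA fluorescence, excitation 380 nm and emission 535 nm, after compounds sit 10 min at room temperature with 10 uM horse-spleen apoferritin in 50% saturated 1-AMA/PBS. Values come from four-parameter Hill fits.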
Pol kappa inh – qHTS for Inhibitors of Polymerase Kappa; purified Pol kappa, fluorescent DNA synthesis assay, 10 min; Potency, µM (series often up to 107 µM), for inactives: at the highest dose activity, negative = inhibition, actives largely listed as inhibitors; 400,000 compounds, 0.53% hits; also: potency is read from the fitted curve at half-maximal effect; % is scaled to controls: 0 for no effect and ±100 for the full control effect
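10 nM Pol kappa was preincubated with compounds for 15 min at room temperature. Reaction started with 50 nM (final) substrate. Fluorescence read kinetically at 0 and 10 min.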
Pol iota inh – qHTS for Inhibitors of Polymerase Iota. Pol iota fluorescent replication assay, 10 min. DNA polymerase iota (Homo sapiens), Q9UNA4. AID 588590, 2011. Potency, µM (series often up to 115 µM), inactives show at the highest dose activity, negative = inhibition, usual class: inhibitors. 390,000 compounds, 1% hits; also: potency is read from the fitted curve at half-maximal effect
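Fluorescent replication assay read twice, at 0 min and 10 min after adding 50 nM (final) substrate. Enzyme (10 nM) and compounds were first incubated 15 min at room temperature; enzyme-free buffer wells were negative controls.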
APEX1 inh – qHTS Assay for Inhibitors of the Human Apurinic/apyrimidinic Endonuclease 1 (APE1) | DNA repair nuclease/redox regulator APEX1 (Homo sapiens), P27695 | recombinant APE1, TAMRA/BHQ-2 abasic DNA cleavage fluorescence | Potency, µM (highest dose often 65.8 µM), without a hit: top-dose activity change, negative = inhibition, actives largely listed as inhibitors | 350,000 compounds, 0.35% hits;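 also: potency is read from the fitted curve at half-maximal effect; plate controls were vehicle for no effect and reference inhibitor for full effect; nearly all actives have a fitted effect of over 55% in size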
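APE1 at 0.75 nM final was preincubated with compound 15 min at room temperature, then 50 nM double-stranded THF abasic-site substrate (5'-TAMRA/3'-BHQ-2) was added. Fluorescence (ex 525/em 598 nm) was read kinetically; third-minus-first read gave activity.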
RXFP1 antag – qHTS Assay for Antagonists of the Relaxin Receptor RXFP1 | HEK293-RXFP1, relaxin-stimulated cAMP HTRF, 30 min; active compounds read low | activity change, negative = inhibition, % at 57.5 µM | 350,000 compounds, 0.59% hits;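 active = activity change of -60% or lower, but not beyond a set lower limit; inconclusive = change between -60% and -40%, or beyond the set limit; inactive = change above -40%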; also: % is scaled to controls: 0 for no effect and ±100 for the full control effect
Pol beta inh – qHTS Assay for Inhibitors of DNA Polymerase Beta. P06746. Pol beta primer extension/strand displacement, fluorescence kinetic. Potency, µM (titrated, usually from 114 µM), for inactives: at the highest dose activity change, negative = inhibition, usual class: inhibitors. 340,000 compounds, 1.3% hits; also: potency is read from the fitted curve at half-maximal effect; % is scaled to controls: 0 for no effect and ±100 for the full control effect
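Values derive from four-parameter Hill fits of normalized kinetic data: reads at 0 and 10 min following addition of 50 nM substrate to 10 nM Pol beta preincubated 15 min with compound.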
PGK inhibitor – qHTS Assay to Find Inhibitors of Phosphoglycerate Kinase | AID 602233, 2012 | 380,000 compounds, 0.043% hits | Potency, µM (doses to about 57.5 µM), for inactives: at the top dose activity change, negative = inhibition, actives largely listed as inhibitors | PGK/GAPDH coupled, Kinase-Glo luminescence, 60 min; also: potency is read from the fitted curve at half-maximal effect; % is scaled to controls: 0 for no effect and ±100 for the full control effect; nearly all actives have a fitted effect of over 60% in size
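Recombinant glycosomal PGK reaction used 1,3-bisphosphoglycerate generated in-well by GAPDH (100nM final) in 100mM TEA pH 7.6, 5mM MgCl2, 0.01% Tween-20. After 60 minutes at room temperature, ATP was read by Kinase-Glo Plus luminescence end-point.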
BLM helicase inh – qHTS Assay for Inhibitors of Bloom's syndrome helicase (BLM); recombinant BLM DNA unwinding, fluorescence dequenching; 350,000 compounds, 0.2% hits; AID 2528, 2010; RecQ-like DNA helicase BLM (Homo sapiens), P54132; Potency, µM (doses to about 56.1 µM), without a hit: at the top dose activity change, negative = inhibition, usual class: inhibitors;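 also: potency is read from the fitted curve at half-maximal effect; plate controls were vehicle for no effect and no enzyme for full effect; nearly all actives have a fitted effect of over 35% in size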
Pol eta inh – qHTS for Inhibitors of Polymerase Eta. recombinant Pol eta, fluorescent DNA replication assay. Potency, µM (top dose mostly 114 µM), for inactives: top-dose activity change, negative = inhibition, actives largely listed as inhibitors. 390,000 compounds, 1.2% hits. AID 588591, 2011; also: potency is read from the fitted curve at half-maximal effect; % is scaled to controls: 0 for no effect and ±100 for the full control effect
Target sequence (Q9Y253 whole entry, looked up): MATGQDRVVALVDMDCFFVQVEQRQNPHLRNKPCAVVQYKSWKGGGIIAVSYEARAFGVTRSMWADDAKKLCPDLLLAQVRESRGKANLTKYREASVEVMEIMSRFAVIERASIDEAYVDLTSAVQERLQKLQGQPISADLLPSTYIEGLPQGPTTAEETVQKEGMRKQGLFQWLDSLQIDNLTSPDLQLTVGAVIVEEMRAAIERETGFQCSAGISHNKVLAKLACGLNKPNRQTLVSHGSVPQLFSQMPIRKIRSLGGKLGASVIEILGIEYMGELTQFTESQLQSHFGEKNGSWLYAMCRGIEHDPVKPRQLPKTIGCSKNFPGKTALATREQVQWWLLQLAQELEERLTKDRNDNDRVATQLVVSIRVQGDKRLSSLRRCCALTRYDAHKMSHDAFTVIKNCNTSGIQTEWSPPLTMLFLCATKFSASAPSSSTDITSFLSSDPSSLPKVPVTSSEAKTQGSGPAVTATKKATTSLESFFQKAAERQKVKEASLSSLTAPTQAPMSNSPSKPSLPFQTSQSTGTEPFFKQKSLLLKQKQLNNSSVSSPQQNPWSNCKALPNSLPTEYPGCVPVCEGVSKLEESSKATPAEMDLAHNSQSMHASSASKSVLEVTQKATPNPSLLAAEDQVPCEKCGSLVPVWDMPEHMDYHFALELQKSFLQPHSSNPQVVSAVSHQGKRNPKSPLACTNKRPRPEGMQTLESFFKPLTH
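Pol eta at 10 nM preincubated with compounds 15 min at room temperature; reaction started with fluorescent substrate (50 nM final) and read kinetically at 0 and 10 min.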
* marks the source's active call; other numbers are inactive results; i = inactive; ? = inconclusive; nt = not tested or not shown; [ ] = dose if it differs, or a comment. Unless noted, calls follow the shape of the dose curve; as a rule, active = well fitted curve in the direction sought with a large enough effect; inconclusive = small, poorly fitted or top-dose-only effect, or another doubt; inactive = no such curve, though single readings can be large; an effect the other way counts as inactive or inconclusive.

1. Cc1cc(OC(C)C(=O)NC(Cc2c[nH]c3ccc(O)cc23)C(=O)O)c2c(C)cc(=O)oc2c1 (stereo not given)
2. S=c1[nH]nc(-c2cccc(Br)c2)o1
3. Nc1ncnc2c1ncn2[C@@H]1O[C@H](CNC(=O)[C@@H]2CCCN2S(=O)(=O)c2ccc(F)cc2)[C@@H](O)[C@H]1O
4. COc1ccc(N2CCN(C(=O)CNC(=O)c3ccc(C(C)(C)C)cc3)CC2)cc1
5. COc1ccc(CCNC(=O)COc2cccc(-n3cnnn3)c2)cc1
6. CCOC(=O)CN1C(=O)CSc2ccccc21

assay / compound | 1 | 2 | 3 | 4 | 5 | 6
Anesthetic bind | -6% | -1% | nt | -9% | nt | -9%
Pol kappa inh | -12% | -3% | 17% | -5% | -3% | -16%
Pol iota inh | ? | 21% | -15% | 21% | 43%[activator] | -17%
APEX1 inh | 24% | -1% | 25% | -1% | 4% | 0%
RXFP1 antag | nt | -15 | nt | -6 | -1 | 4
Pol beta inh | 0% | ? | nt | 0% | nt | 11%
PGK inhibitor | 9% | -5% | i | -3% | -8% | 16%
BLM helicase inh | 1% | 2% | nt | -3% | nt | 2%
Pol eta inh | ? | -11% | -1% | -24% | 2% | 4%

Entries of single compounds, quoted from the list.
Listed for `S=c1[nH]nc(-c2cccc(Br)c2)o1` = Anesthetic bind = -1%; Pol kappa inh = -3%; Pol iota inh = 21%; APEX1 inh = -1%; RXFP1 antag = -15; Pol beta inh = ?; PGK inhibitor = -5%; BLM helicase inh = 2%; Pol eta inh = -11%
Listed for `COc1ccc(CCNC(=O)COc2cccc(-n3cnnn3)c2)cc1` = Anesthetic bind = nt; Pol kappa inh = -3%; Pol iota inh = 43%[activator]; APEX1 inh = 4%; RXFP1 antag = -1; Pol beta inh = nt; PGK inhibitor = -8%; BLM helicase inh = nt; Pol eta inh = 2%

(list continues)
7. O=C1C(Cc2c[nH]c3ccccc23)NC(=S)N1Cc1ccccc1 (stereo not given)
8. O=C(NCc1cccnc1)/C(=C\c1ccc(-c2cccc(Cl)c2)o1)S(=O)(=O)c1ccccc1
9. CCn1cnc2cc(NC(=O)c3cccs3)ccc21
10. COc1ccc(-n2nc([N+](=O)[O-])c(=NCCc3ccc(OC)c(OC)c3)n2O)cc1
11. Cc1ccccc1CSc1nc2ccccc2c(=O)n1C
12. CCOC(=O)/C(=N/Nc1ccc(Br)cc1)N1CC(C)OC(C)C1 (stereo not given)

assay / compound | 7 | 8 | 9 | 10 | 11 | 12
Anesthetic bind | -12% | ? | -1% | 4% | nt | nt
Pol kappa inh | -6% | -6% | -6% | -2% | 2% | -15%
Pol iota inh | -6% | ? | -18% | 0% | -7% | -12%
APEX1 inh | -10% | -10% | -1% | 2% | 5% | nt
RXFP1 antag | 2 | nt | 9 | nt | -8 | -8
Pol beta inh | -5% | 13% | ? | -4% | nt | nt
PGK inhibitor | i | 10% | -8% | -12% | -4% | -3%
BLM helicase inh | -9% | -9% | -4% | 4% | nt | nt
Pol eta inh | -16% | -11% | -15% | -9% | -7% | -8%

Structures above containing bromine:
2. S=c1[nH]nc(-c2cccc(Br)c2)o1
12. CCOC(=O)/C(=N/Nc1ccc(Br)cc1)N1CC(C)OC(C)C1 (stereo not given)

assay / compound | 2 | 12
Anesthetic bind | -1% | nt
Pol kappa inh | -3% | -15%
Pol iota inh | 21% | -12%
APEX1 inh | -1% | nt
RXFP1 antag | -15 | -8
Pol beta inh | ? | nt
PGK inhibitor | -5% | -3%
BLM helicase inh | 2% | nt
Pol eta inh | -11% | -8%

The listing continues.
13. Nc1nnc(SCC(=O)N2CCN(Cc3ccccc3)CC2)s1
14. O=C(c1cccs1)N1CCN(c2ccc([N+](=O)[O-])cc2F)CC1
15. Cc1ccc(NC(=S)NNC(=O)Nc2ccccc2)cc1
16. CN(C)c1ccc(C(=O)OCC(=O)c2ccc[nH]2)cc1
17. CCOc1c(N2CCCCC2)c(=O)c1=O
18. CCOc1ccc(CN(C)C(C)C(=O)Nc2ccc([N+](=O)[O-])cc2Cl)cc1OC (stereo not given)

assay / compound | 13 | 14 | 15 | 16 | 17 | 18
Anesthetic bind | -14% | -7% | -10% | nt | -11% | -7%
Pol kappa inh | -4% | 7% | -15% | -19% | -4% | -1%
Pol iota inh | 17% | 29% | 91%[activator] | -13% | 12% | 7%
APEX1 inh | -9% | 35% | 2% | 2% | -5% | -1%
RXFP1 antag | 14 | -8 | 0 | ? | -13 | -21
Pol beta inh | 20% | -1% | 4% | nt | 5% | 17%
PGK inhibitor | -8% | -9% | -2% | 5% | -1% | 3%
BLM helicase inh | 2% | -2% | -7% | nt | -1% | -3%
Pol eta inh | -4% | -11% | -16% | 0% | -14% | -13%

19. Cc1ccc(NS(=O)(=O)c2cc(C(=O)N3CCN(C)CC3)ccc2C)cc1
20. COCCCNC(=O)CSc1nc2c(sc3ccccc32)c(=O)n1CCc1ccc(OC)c(OC)c1
21. COc1ccc(OC)c(/C=C/c2[nH]c(=O)[nH]c(=O)c2[N+](=O)[O-])c1
22. O=C1Nc2ccccc2C1c1ncc(C(F)(F)F)cc1Cl (stereo not given)
23. COc1ccc(S(=O)(=O)N(C(C)=O)c2ccc(OC(C)=O)c3ccccc23)cc1[N+](=O)[O-]
24. CCN(CC)C(=O)Cn1cc(C(=O)C(=O)NCCCN2CCCCC2)c2ccccc21

assay / compound | 19 | 20 | 21 | 22 | 23 | 24
Anesthetic bind | -3% | -4% | -9% | ? | -10% | -17%
Pol kappa inh | 4% | -6%[60.1 µM] | -16% | -4% | -20% | -5%
Pol iota inh | -1% | 16% | 71%[activator] | -1% | ? | 45%[activator]
APEX1 inh | 4% | nt | -14% | 2% | -3% | 15%
RXFP1 antag | 3 | nt | -4 | 0 | 3 | -17
Pol beta inh | -1% | 10% | 0% | 7% | -8%[57.1 µM] | 11%
PGK inhibitor | -10% | i | -3% | nt | nt | i
BLM helicase inh | 6% | -5% | -6% | -4% | -10% | -5%
Pol eta inh | -14% | 1% | ? | -24% | -11% | -5%

25. Cc1ccc(CCNC(=O)C2CCN(S(=O)(=O)N3CCC4(CC3)OCCO4)CC2)cc1
26. CN(C)C(CNC(=O)c1cccc(OC(F)F)c1)c1ccco1 (stereo not given)
27. CCCc1cc(=O)oc2c(C)c(OS(C)(=O)=O)ccc12
28. O=C(COc1ccc(S(=O)(=O)N2CCCCC2)cc1Cl)N1CCCC1
29. Cc1ccc(NC(=O)Cn2cccc2C2=NC(c3ccccc3)CO2)cc1C (stereo not given)
30. Cc1cc2oc(=O)cc(CN3CCC(C)CC3)c2cc1Cl

assay / compound | 25 | 26 | 27 | 28 | 29 | 30
Anesthetic bind | -7% | -8% | nt | -2% | -8% | -13%
Pol kappa inh | 2% | 2% | 4% | 3% | -2% | -7%
Pol iota inh | -8% | 10% | -11% | 14% | -20% | 44%[activator]
APEX1 inh | -3% | -1% | nt | -2% | 4% | 1%
RXFP1 antag | 11 | 16 | -2 | -11 | nt | -5
Pol beta inh | 18% | ? | nt | 41% | 10% | 12%
PGK inhibitor | i[11.5 µM] | -8% | -1% | i | -5% | -3%
BLM helicase inh | -2% | -8% | nt | 1% | -2% | 1%
Pol eta inh | 10% | ? | -12% | -6% | -11% | -23%

31. COCCNC(=O)c1snc2ccc(Cl)cc12
32. Cc1cc(Cl)ccc1OCCCC(=O)N1CCN(C(=O)c2ccco2)CC1
33. Cc1ccc2nc(SCC(=O)Nc3cc(C(F)(F)F)ccc3N3CCOCC3)[nH]c2c1
34. CCCc1cc(=O)oc2c(C)c(OC(C)C(=O)NCc3ccccn3)ccc12 (stereo not given)
35. N#CCCN(C(=S)Nc1ccc(S(=O)(=O)N2CCOCC2)cc1)c1ccccc1F
36. O=C(Cn1nnc(-c2ccccc2-n2cnnn2)n1)NCc1ccccc1

assay / compound | 31 | 32 | 33 | 34 | 35 | 36
Anesthetic bind | 0% | -10% | -3% | -4% | nt | -6%
Pol kappa inh | -1%[60.1 µM] | -20% | -8% | -11% | -14% | -6%
Pol iota inh | 30%[activator] | -8% | 5% | 11% | 15% | 11%
APEX1 inh | -2% | -6% | 4% | -3% | 1% | 27%
RXFP1 antag | -24 | -19 | -22 | 10 | -10 | 8
Pol beta inh | 6% | 0% | 0% | 1% | nt | 12%
PGK inhibitor | 0% | 5% | -5% | 1% | -7% | nt
BLM helicase inh | -2% | -3% | -1% | -5% | nt | 1%
Pol eta inh | -8% | 11% | 2% | -15% | 0% | -12%

37. Cc1occc1-c1nnc(SCC(=O)NC2CCCCC2)o1
38. CCOC(=O)c1c(S(=O)(=O)NCC(=O)Nc2ccc(F)cc2F)c(C)n(C)c1C
39. COc1ccc2cc(CN(CC3CCCO3)C(=O)Nc3ccccc3OC)c(=O)[nH]c2c1 (stereo not given)
40. CCCCn1c(N)c(N(CC(C)C)C(=O)c2cc(-c3ccco3)nc3ccccc23)c(=O)[nH]c1=O
41. Cc1cc(C(=O)OCC(=O)c2ccccc2)c2ccccc2n1
42. CC(=O)c1cccc(NS(=O)(=O)c2ccc(NC(=O)N3CCCCC3)cc2)c1

assay / compound | 37 | 38 | 39 | 40 | 41 | 42
Anesthetic bind | nt | -4% | -14% | nt | -10% | ?
Pol kappa inh | -6% | -10% | -5% | ? | 1% | -7%
Pol iota inh | ? | 4% | 83%[activator] | 40µM* | 13% | 27%
APEX1 inh | 10% | -6% | -1% | 5% | 15% | -3%
RXFP1 antag | 1 | 0 | -3 | -5 | 1 | -6
Pol beta inh | nt | -1% | 0% | nt | 8% | 98%
PGK inhibitor | 9% | 7% | -2% | 0% | 2% | -3%
BLM helicase inh | nt | -2% | -5% | nt | -1% | -1%
Pol eta inh | -1% | -3% | -5% | 28µM* | -23% | ?

An excerpt; rates above refer to the full screens.
